# Compound activity from PubChem BioAssay.
# OX1R antag-1 = blocks the human orexin 1 receptor; O43613; CHO/OX1R cells, Fluo-8 calcium fluorescence, orexin A; inhibition, % at 5 µM; 330,000 compounds, 0.43% hits; AID 434989;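 active means inhibition above its plate's threshold, mean inhibition of all tested compounds on the plate plus 3 SD, cut at about 37% in these data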;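 further: 0% = orexin A challenge wells and 100% = SB-334867-A antagonist wells; not every result past the cut was called active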
# Target sequence (O43613 whole entry, looked up): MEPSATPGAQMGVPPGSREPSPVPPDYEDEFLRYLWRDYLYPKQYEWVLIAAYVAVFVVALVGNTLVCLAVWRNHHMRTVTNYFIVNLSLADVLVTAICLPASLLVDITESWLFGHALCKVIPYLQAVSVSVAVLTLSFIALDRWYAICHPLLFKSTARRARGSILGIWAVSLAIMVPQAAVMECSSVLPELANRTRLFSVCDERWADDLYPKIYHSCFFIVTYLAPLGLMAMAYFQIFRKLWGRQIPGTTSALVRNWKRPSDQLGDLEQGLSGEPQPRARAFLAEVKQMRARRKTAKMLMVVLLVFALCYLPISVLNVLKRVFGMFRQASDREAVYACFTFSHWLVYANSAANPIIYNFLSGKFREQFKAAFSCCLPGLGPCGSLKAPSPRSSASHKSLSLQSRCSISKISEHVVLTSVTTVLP
# CHT allo act = human CHT allosteric activation; B-score at 10 µM; Q9GZV3; CHT-expressing cells, membrane potential dye, choline EC20; hits give high values; LV-AA mutant CHT in HEK293 cells; 310,000 compounds, 0.49% hits;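 active means initial fluorescence not abnormally high and integrated response B-score, plate-corrected, over 3 SD above library mean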
# Target sequence (Q9GZV3 whole entry, looked up): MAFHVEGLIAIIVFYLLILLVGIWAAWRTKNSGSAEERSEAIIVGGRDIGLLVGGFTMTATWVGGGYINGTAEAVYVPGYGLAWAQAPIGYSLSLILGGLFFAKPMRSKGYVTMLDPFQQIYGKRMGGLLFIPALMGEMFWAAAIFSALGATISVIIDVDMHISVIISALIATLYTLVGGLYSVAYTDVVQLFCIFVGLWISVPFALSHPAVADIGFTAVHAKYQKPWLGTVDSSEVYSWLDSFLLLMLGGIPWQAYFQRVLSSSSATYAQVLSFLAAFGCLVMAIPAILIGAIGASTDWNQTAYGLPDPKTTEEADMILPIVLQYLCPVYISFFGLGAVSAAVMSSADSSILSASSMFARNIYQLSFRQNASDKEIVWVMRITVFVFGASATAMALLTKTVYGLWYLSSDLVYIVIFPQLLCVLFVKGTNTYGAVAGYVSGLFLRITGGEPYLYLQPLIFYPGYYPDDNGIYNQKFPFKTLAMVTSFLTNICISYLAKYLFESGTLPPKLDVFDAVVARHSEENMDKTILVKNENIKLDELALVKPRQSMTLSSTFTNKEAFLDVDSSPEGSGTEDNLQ
# OX1R antag-2 = blocks the human orexin 1 receptor; OX1R-expressing cells, FRET antagonist read-out; AID 485270; O43613; inhibition, % at 6.6 µM; 330,000 compounds, 1.8% hits; in the data active means inhibition mostly above about 38%, no sharp cut-off; inactive means mostly below about 40%;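 further: 0% = agonist challenge alone and 100% = reference antagonist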
# Active calls of the source: *; i = inactive; nt = not tested or not shown.
SMILES,OX1R antag-1,CHT allo act,OX1R antag-2
CCN1C(=O)N(S(=O)(=O)c2ccc(C)cc2)[C@@H](c2ccccc2)C(C(=O)OC)=C1C,-47,i,27
COC(=O)c1ccc(CSc2nc3ccccc3c(=O)n2N)cc1,-27,i,10
COc1ccc(C(c2nnnn2Cc2cccs2)N2CCN(c3ccc(F)cc3)CC2)cc1OC (centres undefined),-19,i,29
CCN(C(=O)COC(=O)c1cc(=O)c2ccccc2o1)c1c(N)n(Cc2ccccc2)c(=O)[nH]c1=O,-14,i,12
O=C(CCCn1c(=O)c2sccc2n(CC(=O)NCc2ccco2)c1=O)NCc1ccco1,-10,i,6
COc1ccc(N2CCN(C(=O)CN3c4cccc5cccc(c45)S3(=O)=O)CC2)cc1,-20,nt,2
CSc1ccccc1C(=O)Nc1cc(C)ccc1C,-2,i,13
O=C(O)CNC1=NCCCCC1,-2,i,-4
CCNc1nc(OC)nc(N2CCC(Cc3ccccc3)CC2)n1,-28,i,9
O=c1cc(CN2CCC3(CC2)OCCO3)c2c(ccc3ccccc32)o1,-22,i,19
COc1cccc(NC(=O)CCNC(=O)Cn2ccc3ccccc3c2=O)c1,-17,i,14
O=C(COc1ccc(Cl)cc1)NCc1nnc(SCC(=O)NCC2CCCO2)o1 (centres undefined),-10,i,21
CCCc1ccc2oc(C(=O)NCCN3CCCC(C(N)=O)C3)c(C)c2c1 (centres undefined),-21,i,1
N#Cc1cc2c(nc1SCc1nc3ccccc3[nH]1)CCC2,-13,i,28
Cc1ccc(N(CC(=O)Nc2ccc(Br)c(C)c2)S(=O)(=O)c2c(C)[nH]c(=O)[nH]c2=O)cc1,-6,i,10
O=C(CN1CCc2ccccc2C1)c1cccs1,-15,i,22
COc1ccc(C2C3=C(Nc4ncnn42)c2ccccc2CC3)cc1OC (centres undefined),-22,i,8
N#CC1=C(N)Oc2cc(N)ccc2C1C1CC=CCC1 (centres undefined),-22,i,18
COc1cc(/C=N/NC(=O)COc2c(C)cc([N+](=O)[O-])cc2C)ccc1OC(=O)c1ccccc1Br,-1,i,10
O=C1C2CCCCN2C(=O)N1CCN1CCN(c2ccc([N+](=O)[O-])cc2)CC1 (centres undefined),-16,i,39
CC(C)C(=O)N1CCN(c2ccccc2NC(=O)c2cc([N+](=O)[O-])ccc2N2CCOCC2)CC1,-23,i,16
Cc1ccc(C2=CC(=O)CC(C)(C)C2)cc1,-45,nt,-3
O=c1[nH]c(N2CCc3ccccc32)nc2c1CCCC2,-1,i,5
Cc1nc(C)c(C(=O)C2=C(O)C(=O)N(CCN3CCOCC3)C2c2ccco2)s1 (centres undefined),7,i,27
CCCN(CCC)CCCNC(=O)c1cn(CC)c2ccc(S(=O)(=O)N(C)C3CCCCC3)cc2c1=O,-25,i,8

# An excerpt from above, showing only OX1R antag-2 and CHT allo act:
SMILES | OX1R antag-2 | CHT allo act
N#CC1=C(N)Oc2cc(N)ccc2C1C1CC=CCC1 (centres undefined) | 18 | i
COc1ccc(N2CCN(C(=O)CN3c4cccc5cccc(c45)S3(=O)=O)CC2)cc1 | 2 | nt
CCCc1ccc2oc(C(=O)NCCN3CCCC(C(N)=O)C3)c(C)c2c1 (centres undefined) | 1 | i

# Additional structures follow.
SMILES,OX1R antag-1,CHT allo act,OX1R antag-2
CC(C)NC(=O)CN(C(=O)CCC(=O)Nc1ccccn1)c1ccc(F)c(Cl)c1,-7,i,10
CCOC(=O)C1CCN(C(=O)CCn2c(=O)[nH]c3ccsc3c2=O)CC1,5,i,19
S=c1[nH]nc(Nc2ccccc2)s1,5,i,2
CC(=O)C1CCCN(C(=O)c2ccc3nc(Cc4cccc(Cl)c4)oc3c2)C1 (centres undefined),-12,i,24
Cc1nnc(SCC(=O)NC2CCCC2)n1-c1ccccc1,-11,nt,6
COc1ccc(C)cc1NC(=O)COC(=O)c1ccc2c(c1)OCO2,-20,nt,1
Cc1cc(O)c(Sc2ccccc2)c(=O)o1,-13,i,5
Cc1ccc(C(=O)OC(C)CN2CCOCC2)cc1 (centres undefined),-15,i,2
CCSc1nnc(NC(=O)CSC2=NCCS2)s1,-13,i,10
COc1cc(C=O)ccc1OCCCOc1ccccc1C(=O)O,9,i,4
CCC(=O)Nc1c(C)c(CC)nc2ccccc12,-16,i,9
Cc1ccc(-c2n[nH]c(=S)n2/N=C/c2cccn2C)cc1,5,i,14
COc1ccccc1CNc1ccc2nnc(CCNC(=O)c3ccc(C)cc3)n2n1,-29,i,9
CN(C)C(CNC(=O)c1cc2ccccc2o1)c1ccco1 (centres undefined),-10,nt,0
COc1ccc(C(=O)OCC(=O)N2C(C)CCCC2C)cc1S(=O)(=O)N1CCOCC1 (centres undefined),2,nt,6
O=C(CCCN1C(=O)C(c2ccccc2)Oc2cccnc21)NCc1ccccc1Cl (centres undefined),-22,i,15
COc1ccc(-c2c(C)nn(Cc3ccccc3)c2N)cc1,-13,i,11
O=C(Nc1nccs1)c1ccc2c(c1)OCO2,-19,i,31
Cn1c(N)c(C(=O)NCc2ccccc2Cl)sc1=S,-14,i,22
O=C(Nc1cc(S(=O)(=O)N2CCOCC2)ccc1N1CCCCC1)c1ccccc1Br,-21,nt,11
COCCNC(=O)/C(C#N)=c1\s/c(=C\c2ccccc2OC(F)F)c(=O)n1Cc1ccccc1,-8,i,7
Cc1ccc(C(=O)CSC2=C(C#N)C(c3ccco3)C3=C(CC(C)(C)CC3=O)N2)cc1 (centres undefined),-44,i,13
COc1ccccc1NC(=O)NCC1CC1(Cl)Cl (centres undefined),-16,i,32
O=C(COCC(=O)N/N=C/c1ccc(F)cc1)N/N=C/c1ccc(F)cc1,-7,i,17
O=C(NC1CCCCC1)C(c1ccncc1)N(C(=O)c1csnn1)c1cccc(F)c1 (centres undefined),-18,i,23

# Remaining list, next part
SMILES,OX1R antag-1,CHT allo act,OX1R antag-2
CN(C)CCNc1c2c(nc3ccccc13)CCC2,-6,i,2
Cc1ccccc1NC(=O)CN(C)S(=O)(=O)c1ccc(-c2ccc(=O)[nH]n2)s1,-18,i,12
Cc1onc(-c2c(F)cccc2Cl)c1C(=O)N1CCSCC1,8,i,5
C=CCn1c(COc2ccc(F)cc2)nnc1SCC(=O)Nc1cccc(S(N)(=O)=O)c1,-29,i,10
Cc1cc(NC(=O)COc2cccnc2[N+](=O)[O-])no1,-8,i,42
O=C1C2C(C(=O)N1/N=C/c1ccc(N3CCCCC3)o1)C1C=CC2C12CC2 (centres undefined),3,i,8
CCC(C)NS(=O)(=O)c1ccc(NC(C)=O)cc1 (centres undefined),-17,i,3
CCCCC(=O)C1CCN(Cc2ccccc2)CC1,-23,i,7
O=C(Nc1ccc2c(c1)CCC2)c1cccc(S(=O)(=O)N2CCN(c3ccccc3)CC2)c1,-19,i,14
O=C(O)c1ccccc1-c1cc2ccccc2[nH]1,6,i,8
CCOc1cc(N2CCOCC2)c(OCC)cc1NC(=O)COc1ccc2ccc(=O)oc2c1,4,i,2
CCN(CC)c1ccc(S(=O)(=O)N2CCOCC2)cc1NC(=O)CSc1nncn1C,-21,nt,2
Cc1ccc(N(CC(O)CON=C2c3ccccc3-c3ccccc32)S(C)(=O)=O)cc1 (centres undefined),33,i,54*
CCOC(=O)C1=C(C)N(CCCCCC(=O)O)C(=O)NC1c1ccccc1Cl (centres undefined),-12,i,11
c1csc(CNCc2ccncc2)c1,0,i,20
Cc1cccc(NC(=O)COc2nsnc2N2CCOCC2)c1,-2,i,21
CCCCNC(=S)N/N=C/c1ccc(OCC(=O)Nc2c(C)cc(C)cc2C)c(OC)c1,-19,i,8
COc1cccc(CSc2nccn2C)c1,-6,i,1
CCOc1ccc2nc(NC(=O)Cc3cccs3)sc2c1,-17,i,10
COC(=O)CN1C(=O)Nc2ccc(Cl)cc2C1c1ccccc1 (centres undefined),-10,i,9
Cc1ccc(NC(=O)CSc2nnc(C3CCCCC3)n2N)cc1F,-24,i,11
O=C(Nc1nnc(-c2ccccc2)s1)c1ccccc1F,-18,i,16
Oc1ccc(/C=N\Nc2nncc(-c3ccccc3)n2)cc1,-12,i,54
N#Cc1c(Cl)nc(-c2ccncc2)nc1-c1ccccc1,-14,i,9
NC(=O)CC(NC(=O)c1ccc(Br)cc1)c1ccc(NCc2ccc(F)cc2)c([N+](=O)[O-])c1 (centres undefined),-8,i,2

# Entries of single compounds as entered above. Values in the order: OX1R antag-1 | CHT allo act | OX1R antag-2
# CCC(C)NS(=O)(=O)c1ccc(NC(C)=O)cc1 (centres undefined) in the list: -17 | i | 3
# O=C(O)c1ccccc1-c1cc2ccccc2[nH]1 in the list: 6 | i | 8
# Cc1cc(NC(=O)COc2cccnc2[N+](=O)[O-])no1 in the list: -8 | i | 42
# CCOc1cc(N2CCOCC2)c(OCC)cc1NC(=O)COc1ccc2ccc(=O)oc2c1 in the list: 4 | i | 2

# New compounds follow
SMILES,OX1R antag-1,CHT allo act,OX1R antag-2
CCOC(=O)CNC(=O)C(CO)NC(=O)OCc1ccccc1 (centres undefined),-13,i,9
Cc1c(C(c2ccc(C(=O)O)cc2)c2c(C)n(C)n(-c3ccccc3)c2=O)c(=O)n(-c2ccccc2)n1C,-13,i,5
C/C(=N\OC(=O)c1cccc(Cl)c1)c1sc(C)nc1C,-21,i,14
CCOc1ccc(CCNC(=O)c2cc(C)nn2-c2ccccc2)cc1,-30,i,13
O=C(NCC1CCCN1S(=O)(=O)c1cccs1)c1c(F)cccc1F (centres undefined),-11,i,9
CCNc1nc(NC(C)C)nc(N(C#N)Cc2ccccc2)n1,-29,i,5
CCOC(=O)c1sc(Nc2cccc(Cl)c2)nc1C,-26,i,18
COc1ccc(CN2CCc3cc(OC)c(OC)cc3C2)cc1O,-30,i,14
Cc1c(CN2CCC(CO)(CC3CCCCO3)CC2)cnn1C (centres undefined),-23,i,7
Cc1cc(OCC(=O)NC(Cc2ccc(Cl)cc2)C(=O)O)c2c(C)cc(=O)oc2c1 (centres undefined),-3,i,13
COc1ccc(CN2CC(C(=O)NCCCN3CCOCC3)CC2=O)cc1 (centres undefined),2,i,7
O=C(Nc1cccc(S(=O)(=O)N2CCOCC2)c1)c1cn(-c2ccccc2)nc1-c1ccccc1,-16,i,19
Cc1ccc(C(=O)NC2CC3CCC(C2)N3Cc2ccco2)cc1 (centres undefined),-10,i,1
O=C(CN(Cc1ccco1)C(=O)c1ccc([N+](=O)[O-])cc1)Nc1ccccc1C(F)(F)F,-9,nt,14
N#Cc1ccc(OCC(=O)NCC2COc3ccccc3O2)cc1 (centres undefined),-5,nt,6
CC(=O)c1cccc(CN2CCN(CC(C)C)C(CCO)C2)c1 (centres undefined),-12,i,9
COc1ccc(C(=O)NC(C)(C)C)cc1S(=O)(=O)N1CCCC1,-11,i,9
Cc1ccc2c(C(=O)CSc3ccccc3)c(C)[nH]c2c1,5,i,16
O=C(CSC1=NS(=O)(=O)c2ccccc2N1)Nc1cccc(F)c1,-1,i,20
O=C(CNC(=O)c1ccco1)N=Nc1c(O)n(CCc2ccccc2)c2ccccc12,-23,i,25
COc1ccc(N(C(=O)c2ccco2)S(=O)(=O)c2cc(Cl)c(Cl)cc2Cl)cc1,-38,i,7
Cc1nc2ccccc2c(=O)n1NC(=O)c1ccccc1[N+](=O)[O-],-15,i,19
CN(Cc1ccccc1)CC(O)COc1ccc(CNCc2nccn2C)cc1 (centres undefined),-12,i,11
CCC(C)(C)C1CCC2(CC1)NC(=O)N(CC(=O)NCCc1ccc(OC)c(OC)c1)C2=O (centres undefined),-18,nt,1
O=S(=O)(Nc1cccnc1)c1cccc(Cl)c1,-9,i,2

# A different layout for 5 compounds above:
Structure | OX1R antag-1 | CHT allo act | OX1R antag-2
O=C(NCC1CCCN1S(=O)(=O)c1cccs1)c1c(F)cccc1F (centres undefined) | -11 | i | 9
CCNc1nc(NC(C)C)nc(N(C#N)Cc2ccccc2)n1 | -29 | i | 5
CCOC(=O)c1sc(Nc2cccc(Cl)c2)nc1C | -26 | i | 18
COc1ccc(CN2CCc3cc(OC)c(OC)cc3C2)cc1O | -30 | i | 14
Cc1c(CN2CCC(CO)(CC3CCCCO3)CC2)cnn1C (centres undefined) | -23 | i | 7

# Additional records
SMILES,OX1R antag-1,CHT allo act,OX1R antag-2
CN1CCC(N(C)S(=O)(=O)c2ccc(C(C)(C)C)cc2)CC1,-20,i,7
COc1ccc(S(=O)Cc2ccc(C(=O)N3CCN(C(=O)c4ccco4)CC3)o2)cc1 (centres undefined),-25,i,16
CC1(C)CCc2cc(-c3ccn(S(=O)(=O)c4ccccc4Cl)n3)ccc2O1,-6,i,4
Cc1cc(C(=O)NC2CCCCC2)on1,-2,i,15
S=c1[nH]c2ccccc2n2cccc12,-9,i,-17
COCCN(C(=S)Nc1ccc(C)cc1)C(C)c1ccco1 (centres undefined),5,i,4
O=C(Cc1ccccc1[N+](=O)[O-])NC1CC2CCC1C2 (centres undefined),-9,i,3
Cc1ccc(NC(=O)C2CCCN(S(=O)(=O)c3cnc[nH]3)C2)cc1C (centres undefined),-3,i,10
COc1ccc(C2=NOC(C)(c3sc(-c4ccc(Cl)cc4)nc3C)C2)cc1 (centres undefined),-3,i,7
COc1ccc(C(c2sc3nc(C)nn3c2O)N2CCN(CCO)CC2)cc1OC (centres undefined),-8,i,4
CN(C)CCCNC(=O)C(=O)Nc1ccc2c(c1)N(S(=O)(=O)c1cccs1)CCC2,-21,i,8
O=C(c1ccco1)N1CCN(C(=O)c2cccc3c2C(=O)N(C2CCCCC2)C3)CC1,-18,i,8
O=C(Nc1ccccc1)OCCNC(=O)c1cccc(Cl)c1,-11,i,17
CCOc1cc(/C=N/n2c(C)nnc2C)ccc1O,-3,i,5
